AddAB inh: growth inhibition of E. coli expressing H. pylori AddAB, primary screen, AddAB inhibitor project, absorbance; inhibition, % at 11.9 µM; 0.29% of 330,000 active; AID 435030, 2010; in the data active = inhibition above about 12%;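 also: 0% = vehicle wells of infected cells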
PfHsp90 yeast 2: growth inhibition of PfHsp90-expressing yeast, primary screen, antimalarial PfHsp90 inhibitor project, S. cerevisiae, BacTiter-Glo luminescence, single point, set 2; inhibition, % at 9.4 µM; BacTiter-Glo ATP, 48 h; yeast lacking PDR1 and PDR3 efflux regulators; AID 504621, 2011; 0.32% of 310,000 active;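 active = every replicate shows inhibition above about 80%, whatever the replicate mean, limit read from the data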;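 also: 0% = DMSO neutral controls and 100% = 20 µM radicicol positive controls; yeast relying on Plasmodium falciparum Hsp90 in place of its own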
Tat export inh: E. coli Tat export inhibitors, primary screen, MC4100, TorA-mCherry reporter, fluorescence, single point | inhibition, % at 10 µM | 0.036% of 340,000 active;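 active = mean replicate inhibition at least 50% and at least half of replicates individually reaching 50%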;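 also: exported cargo escapes ClpAP degradation while cytoplasmic cargo is degraded and loses fluorescence; 0% = median of neutral control wells and 100% = median of NaSCN control wells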
SUMO Mot1 rescue: yeast Mot1-301 growth rescue at high temperature, primary screen, SUMOylation pathway inhibitor project, S. cerevisiae, ATP luminescence, 38.5C | S. cerevisiae Mot1-301 growth rescue; percent above DMSO median, 100 means doubled | growth rescue, % at 18.8 µM | 1% of 320,000 active;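 active = every valid replicate shows activation above 250% relative to neutral control wells; inactive = the rest, any valid replicate at or below 250%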;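 also: OY570 slx delta 5 strain wells were the positive control but not used for scaling; some compounds called inactive have numbers as strong as hits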
MOR-DOR inv ag: inverse agonists of MOR-DOR heterodimerization, primary screen, cell-based, luminescence | Mu-type opioid receptor (Homo sapiens) + Delta-type opioid receptor (Homo sapiens), … | cell-based MOR-DOR heterodimer luminescence, inverse agonism | inhibition, % at 9.3 µM | 0.21% of 340,000 active | AID 504357, 2011; in the data active = inhibition above about 22%, passing the limit was not always enough;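 also: 0% = cells with DMSO and 100% = wells without cells with DMSO; values of inactives mirror those of a sister screen read the other way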
Target sequence (P35372 whole entry, looked up): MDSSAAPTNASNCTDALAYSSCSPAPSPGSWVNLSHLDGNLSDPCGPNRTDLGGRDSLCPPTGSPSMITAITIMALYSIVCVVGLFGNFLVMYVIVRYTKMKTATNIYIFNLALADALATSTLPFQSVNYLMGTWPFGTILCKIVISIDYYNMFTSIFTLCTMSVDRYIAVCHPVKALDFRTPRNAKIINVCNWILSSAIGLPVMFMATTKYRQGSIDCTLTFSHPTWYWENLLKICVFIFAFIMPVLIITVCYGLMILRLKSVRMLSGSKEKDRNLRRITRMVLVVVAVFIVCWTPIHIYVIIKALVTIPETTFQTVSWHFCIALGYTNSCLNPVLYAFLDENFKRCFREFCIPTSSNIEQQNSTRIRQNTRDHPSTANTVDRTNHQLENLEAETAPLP
Target sequence (P41143 whole entry, looked up): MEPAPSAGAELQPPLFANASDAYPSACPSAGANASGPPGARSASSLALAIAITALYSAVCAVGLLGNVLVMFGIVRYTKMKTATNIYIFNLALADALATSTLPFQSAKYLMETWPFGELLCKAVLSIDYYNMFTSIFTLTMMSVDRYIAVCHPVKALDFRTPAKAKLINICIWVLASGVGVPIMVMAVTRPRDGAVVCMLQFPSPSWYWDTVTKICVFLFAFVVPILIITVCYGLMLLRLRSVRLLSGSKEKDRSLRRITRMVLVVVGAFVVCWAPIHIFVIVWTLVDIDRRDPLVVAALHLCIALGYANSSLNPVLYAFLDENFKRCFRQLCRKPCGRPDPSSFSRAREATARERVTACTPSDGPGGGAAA
Arr AP2 block: inhibitors of beta-arrestin/AP2 binding, primary screen, biochemical, GPCR trafficking, flow cytometry; FITC-arrestin peptide / GST-AP2 beads; AP2 beta2 appendage carries R879A mutation; inhibition, % at 10 µM; 0.31% of 340,000 active; AID 504490, 2011;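 active = inhibition above a set limit, near 3 SD of compounds lacking own fluorescence, cut at about 54% in these data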;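 also: plate controls were DMSO wells for no effect and 5 µM unlabelled arrestin peptide for full effect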
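Measured by: flow cytometry, FL1 (488/535 nm); Material: AP2 appendage R879A on GSH beads; Evaluation: percent response; Timing: pre-incubation 12 min, peptide binding 1 h, room temperature; Also added: 50 nM FITC-arrestin peptide; Medium: PBS with 0.05% Tween 20 and 0.1% BSA.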
Ecoli viability: E. coli V3065 growth inhibition, primary screen, counter-screen for AddAB inhibitor project, absorbance, OD600; 18 h; inhibition, % at 11.9 µM; 0.27% of 330,000 active; AID 449728, 2010;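 active = inhibition above the campaign's mean inhibition across all tested compounds plus 3 SD, cut at about 9.9% in these data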;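 also: uninfected addAB+ strain grown without phage in ampicillin broth; 0% = DMSO wells and 100% = ciprofloxacin 0.95 µg/ml wells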
phage Ecoli inh: growth loss of phage-infected E. coli, primary screen, RecBCD inhibitor project, absorbance, with phage, HTS | 0.26% of 360,000 active | inhibition, % at 11.9 µM; in the data active = inhibition above about 11%
PKA-R1A activ: activators of PKA-R1A holoenzyme, primary screen, biochemical, fluorescence polarization, Cy5-IP20, bovine R1A, mouse PKAc. activation, % at 11.4 µM. cAMP-dependent protein kinase type I-alpha regulatory subunit (Bos taurus) + …. 0.083% of 340,000 active. PKA-R1A dissociation; scaled: DMSO 0%, 113 µM cGMP 100%;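 active = percent activation above the mean of all tested compounds plus 3 SD, cut at about 19% in these data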;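 also: higher means more PKAc released from R1A so a rise in polarization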
Pemphigus Ab inh: inhibitors of pemphigus antibody binding to DSG3, primary screen, biochemical, bead-based, flow cytometry, scFv-GFP. Desmoglein-3 (Homo sapiens), P32926. DSG3-coupled beads, scFv-anti-DSG3-GFP binding; stronger effect = lower value. 0.48% of 310,000 active. binding (percent of control), % at 10 µM;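 active = binding more than 3 SD below its plate's average and above zero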;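 also: hits lower antibody fragment binding to DSG3; some compounds called inactive have numbers as strong as hits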
MOR-DOR ag: agonists of OPRM1-OPRD1 heterodimerization, primary screen, cell-based, luminescence | Mu-type opioid receptor (Homo sapiens) + Delta-type opioid receptor (Homo sapiens), … | cells | activation, % at 9.3 µM | 0.3% of 340,000 active | AID 504326, 2011; in the data active = activation above about 18%;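 also: 0% = vehicle-treated cells and 100% = reference agonist; values of inactives mirror those of a sister screen read the other way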
* = called active by the depositor; · = no result given.

Every second line gives: MOR-DOR ag, Pemphigus Ab inh, AddAB inh, PKA-R1A activ, PfHsp90 yeast 2, phage Ecoli inh, SUMO Mot1 rescue, Arr AP2 block, Ecoli viability, MOR-DOR inv ag, Tat export inh
- NC(=O)c1ccccc1NC(=O)c1ccoc1
  -4.1, 104, 5.7, -5, 0, 3.1, -4, 9, 1.9, 21, -9
- O=C(Nc1ccccc1N1CCOCC1)c1ccc2c(c1)OCCO2
  -4.1, 104, 2.1, -20, 4, 1.8, 422, 10, 0.5, 21, 0
- O=C(O)c1ccc(N=NN2CCOCC2)cc1
  0.5, 101, 3.5, 1, 2, 0.4, -4, 4, 0.0, -3, 12
- CC1CN(CCCCOc2ccc3ccccc3c2)CC(C)O1 (stereo unspecified)
  2.0, 108, 1.8, 7, -16, 1.5, 140, -3, -0.4, -10, -2
- S=c1[nH]nc(-c2cc3ccccc3o2)n1Cc1ccccc1
  2.2, 107, 3.2, -17, -21, 2.8, 188, 3, 0.7, -13, 6
- O=C(c1ccc(CSc2ccccc2)cc1)N1CCCCCC1
  -0.2, 105, 3.9, 4, -16, 0.5, 12, 4, 0.9, 1, 4
- COc1ccc(C(CNC(=O)CNC(=O)c2ccccc2)N2CCCC2)cc1 (stereo unspecified)
  -1.2, 120, -0.8, -2, 5, 2.8, 13, 19, -3.7, 5, 1
- COc1ccccc1/C=C1\SC(=O)N(CCC(=O)NCCCn2ccnc2)C1=O
  -2.8, 100, 3.9, -14, 12, 2.2, 9, -3, -2.1, 15, -2
- N/C(=C\C(=O)c1cc(Cl)ccc1O)C(Cl)(Cl)Cl
  5.4, 104, 2.5, -5, -22, 2.1, 80, -1, -1.0, -29, -6
- CCOC(=O)N1CCN(CC(O)COc2ccc(C(C)C)c(C)c2)CC1 (stereo unspecified)
  0.5, 106, 0.5, -6, 8, 0.6, 60, 33, 1.0, -3, 8
- Nc1nnc(SCCOc2ccccc2)s1
  -3.3, 96, -0.3, -6, -15, 3.8, -8, 6, -1.1, 17, 0
- CCN(CCCCN1C(=O)c2ccccc2C1=O)c1ccc2c(c1)C(=O)N(C)C2=O
  0.9, 102, 0.4, 1, 0, 0.3, 2, 0, -1.2, -6, 2
- COc1ccc(Cl)cc1NC(=O)CCN1C(=O)NC(C)(C)C1=O
  -0.5, 111, ·, -5, ·, 3.2, ·, 7, ·, 3, 1
- CCSc1nnc(NC(=O)[C@@H](NC(=O)c2cccc(C)c2)C(C)C)s1
  0.5, 128, -1.4, -7, 7, 2.4, 132, -1, -0.3, -3, 4
- CCOC(=O)c1sc2nc(SC)nc(-c3ccccc3)c2c1N
  -2.8, ·, 2.5, -7, -12, 2.2, 7, -4, -0.6, 17, -4

Part of the list above in another layout.
COc1ccccc1/C=C1\SC(=O)N(CCC(=O)NCCCn2ccnc2)C1=O
  MOR-DOR ag: -2.8	Pemphigus Ab inh: 100	AddAB inh: 3.9	PKA-R1A activ: -14	PfHsp90 yeast 2: 12	phage Ecoli inh: 2.2	SUMO Mot1 rescue: 9	Arr AP2 block: -3	Ecoli viability: -2.1	MOR-DOR inv ag: 15	Tat export inh: -2

N/C(=C\C(=O)c1cc(Cl)ccc1O)C(Cl)(Cl)Cl
  MOR-DOR ag: 5.4	Pemphigus Ab inh: 104	AddAB inh: 2.5	PKA-R1A activ: -5	PfHsp90 yeast 2: -22	phage Ecoli inh: 2.1	SUMO Mot1 rescue: 80	Arr AP2 block: -1	Ecoli viability: -1.0	MOR-DOR inv ag: -29	Tat export inh: -6

CCOC(=O)N1CCN(CC(O)COc2ccc(C(C)C)c(C)c2)CC1 (stereo unspecified)
  MOR-DOR ag: 0.5	Pemphigus Ab inh: 106	AddAB inh: 0.5	PKA-R1A activ: -6	PfHsp90 yeast 2: 8	phage Ecoli inh: 0.6	SUMO Mot1 rescue: 60	Arr AP2 block: 33	Ecoli viability: 1.0	MOR-DOR inv ag: -3	Tat export inh: 8

The listing continues:
Every second line gives: MOR-DOR ag, Pemphigus Ab inh, AddAB inh, PKA-R1A activ, PfHsp90 yeast 2, phage Ecoli inh, SUMO Mot1 rescue, Arr AP2 block, Ecoli viability, MOR-DOR inv ag, Tat export inh
- CC[C@@]1(C(=O)OC)N[C@H](CN(C)C(=O)c2ccccc2)[C@@H]2C(=O)N(Cc3ccccc3)C(=O)[C@@H]21
  -1.3, 95, 3.4, 4, -5, 0.8, ·, -9, -1.1, 6, -12
- Cc1nc2ccc([N+](=O)[O-])cc2c(=O)n1Cc1ccc(Cl)cc1
  -0.6, 120, -0.7, -4, 5, 2.5, 143, 4, 0.6, 3, 0
- CCC(=O)Nc1c2c(nn1-c1ccc(C)cc1)CS(=O)(=O)C2
  -0.8, 99, 0.8, -1, 0, ·, -9, 8, 1.4, 4, 4
- O=C(O)C1CCCN(CCC=C(c2ccccc2)c2ccccc2)C1 (stereo unspecified)
  -1.4, 120, 0.8, 2, 39, 2.7, 74, -1, -1.6, 8, 4
- O=C(c1ccc(F)cc1)c1c[nH]c(C(=O)NCc2cccnc2)c1
  -0.8, ·, 1.6, 1, 19, 1.2, -16, 0, -0.5, 4, 1
- COc1ccc(/C=C(/C(=O)Nc2ccccc2C(=O)NC(C)C)c2ccccc2)cc1
  -2.2, 108, 5.3, -4, ·, 1.4, 0, 32, -0.3, 10, 1
- O=c1cc(-c2ccc(C(F)(F)F)cc2)oc2ccccc12
  0.2, 101, 1.2, -3, 4, 3.0, 56, -2, -3.1, -1, -2
- CC1CCc2c(sc3ncnc(SC(C)C(=O)NCC4CCCO4)c23)C1 (stereo unspecified)
  -4.2, 104, 0.3, 7, -2, 1.8, 16, 2, -1.0, 22, 4
- CCN(Cc1ccccc1)C(=O)CCCOc1ccccc1
  0.5, 102, 2.6, -1, 2, 1.5, -13, -7, 2.4, -3, 3
- Cc1ccc(C2(c3noc(CN4C[C@@H](C)O[C@@H](C)C4)n3)CCCC2)cc1
  1.6, 101, -0.6, 8, -3, 1.3, -8, -8, 3.0, -8, -1
- CC(=O)C1=C(C)NC2=C(C(=O)c3ccccc32)C1c1ccccc1 (stereo unspecified)
  -0.5, 108, 1.1, -1, -14, 2.1, -1, 24, 1.0, 3, -3
- CCCCCSc1nnc2c(n1)OC(c1cccn1C)N(C(C)=O)c1ccccc1-2 (stereo unspecified)
  -2.5, 98, 0.9, -4, 11, 2.3, -12, 26, 3.1, 13, 1
- CN(C)c1ccc(C(=S)N2CCCCC2)cc1
  -3.6, 96, 4.7, 2, 17, 4.5, 12, 21, 1.2, 17, -3
- Cc1ccc2c(c1)sc1nc(=O)n(-c3ccc(Cl)c(Cl)c3)c(=O)n12
  -2.1, 101, 1.0, 5, 15, 0.6, -13, 13, 0.8, 11, 3
- O=S(=O)(c1ccc(Cl)cc1)c1nc(-c2ccccc2F)oc1NCCN1CCOCC1
  -2.6, 103, 0.1, -4, 4, ·, 1, -11, 1.0, 13, 5
- O=C(NCc1ccco1)c1cnccn1
  -1.6, 97, -1.8, -1, 2, 2.2, -1, 31, -2.1, 10, 4
- Cc1ccc(-c2n[nH]c(=S)n2/N=C/c2ccc(C)s2)cc1
  3.8, 107, 1.8, -3, -31, 0.0, 9, 15, -1.4, -22, -3
- O=C1CCCc2c1sc1nc3n(c(=O)c21)CCCCC3
  -3.4, 102, -1.4, 10, -12, 1.6, 78, 9, -1.3, 18, 0
- CC12CCC(C(=O)N3CCN(Cc4ccccc4)CC3)(OC1=O)C2(C)C (stereo unspecified)
  -1.1, 107, 0.1, -14, 9, 4.2, 9, -14, 0.4, 6, 5
- Cc1cc(C)c2nc(NC(=O)c3ccco3)sc2c1
  0.3, 104, 2.5, -8, 30, 2.2, 38, 24, -0.6, -2, -8
- Cn1cccc1Cc1nnc(SCC(=O)N2CCCCCC2)n1CCc1ccccc1
  -0.9, 110, 2.5, -5, -5, 1.8, 55, -1, 3.1, 5, 9
- Cc1ccc(Oc2ccc(NC(=O)CSc3n[nH]c(N)n3)cc2)cc1
  0.0, 108, 2.7, 1, -15, 1.2, 65, 13, 0.9, 0, -2
- C=CCOc1ccc(Br)cc1CNC(C)(C)CO
  -1.5, 98, 5.4, 1, 8, 1.4, 1, 6, 1.4, 8, -2
- CN1CCN(C2=Cc3ccc(Cl)cc3Sc3ccc(F)cc32)CC1
  5.4, 113, 2.6, -1, -4, 2.4, 28, -1, -2.4, -32, 5
- COc1ccc(C(C)=O)cc1CC(=O)Nc1ccc2c(c1)CCC2
  1.9, 111, 2.7, -7, 8, 1.5, -6, 37, 1.0, -16, -15
- O=C(CN1C(=O)NC2(CCCC2)C1=O)NC(c1ccccc1)c1ccccc1
  -3.2, 93, 0.7, 0, ·, -2.1, 9, -1, 0.1, 17, -4
- Cc1c(C(=O)Nc2ccc3oc(-c4cccnc4)nc3c2)oc2ccccc12
  1.1, ·, -1.3, 7, 16, 1.2, -4, 12, -0.2, -6, -7
- Cc1ccc(NC(=O)C2CCN(c3ncnc4c3nc3n4CCCCC3)CC2)nc1
  -2.2, ·, 3.4, 0, -13, 2.1, 17, -6, 0.2, 11, 5
- CN1C(=O)NC(c2ccc(O)cc2)C2=C1CN(c1cccc3ccccc13)C2=O (stereo unspecified)
  -2.3, 106, 1.9, 1, 6, 3.1, 74, -4, 0.8, 11, -5
- N#Cc1ccccc1OCC(=O)NC(N)=O
  -2.5, 93, 0.8, 3, 23, 4.1, 3, 2, 0.1, 14, 1
- CCC1CCCCN1C(=O)c1ccc(OC2CCN(C(=O)C3CC3)CC2)cc1 (stereo unspecified)
  -3.4, 95, -0.3, -6, -5, 5.6, -16, 4, -2.0, 16, 0
- Cc1cccc(COC(=O)C(Cc2ccccc2)NC(N)=O)c1 (stereo unspecified)
  2.8, 99, 1.2, -5, -38, -1.4, 162, 24, 0.1, -15, -7
- O=C(Nc1ccccc1O)c1ccc([N+](=O)[O-])cc1
  2.8, 103, 0.3, -6, -4, 1.5, 4, 10, -0.2, -13, -8
